SRC2 TRFRET art: flags TR-FRET format artefacts in PPARgamma SRC-2 recruitment agonist screen; hit rate 0.4% among 200,000; TR-FRET ratio at 8 µM; TR-FRET artefact counter-screen; stronger effect = higher value; AID 1049; in the data active = TR-FRET ratio above about 2000; also: inactives centre near 1500
bIAP activator: intestinal alkaline phosphatase (bovine) activation; activation factor at 20 µM; purified bovine IAP, CDP-star luminescence, 30 min; stronger effect = higher value; fold of DMSO-control signal, blank-subtracted; hit rate 0.17% among 200,000;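 active = activation factor of 2 or more at 20 µM, a signal rise over negative controls twice the positive control's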
ROMK primary: modulators of human ROMK potassium channel | P48048 | Tet-inducible ROMK, thallium flux fluorescence; actives lie on both sides | hit rate 2% among 130,000 | B-score at 10 µM | AID 1918;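 active = signal ratio slope over the read window, or its plate-corrected B-score, at least 3 SD from the plate mean, either direction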;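 also: B-score of the F/F0 ratio slope over 7 to 12 s after thallium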
Target sequence (P48048 whole entry, looked up): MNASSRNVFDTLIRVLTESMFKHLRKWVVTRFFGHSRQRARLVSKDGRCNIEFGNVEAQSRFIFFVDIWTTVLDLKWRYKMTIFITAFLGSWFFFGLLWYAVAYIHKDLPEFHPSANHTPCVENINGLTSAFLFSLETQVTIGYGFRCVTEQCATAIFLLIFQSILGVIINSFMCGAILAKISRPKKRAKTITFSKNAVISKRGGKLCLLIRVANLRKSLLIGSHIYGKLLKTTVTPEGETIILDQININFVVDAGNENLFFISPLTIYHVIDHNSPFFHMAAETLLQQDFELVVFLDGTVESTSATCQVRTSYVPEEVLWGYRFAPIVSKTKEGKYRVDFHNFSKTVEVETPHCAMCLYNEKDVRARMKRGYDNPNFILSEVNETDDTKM
STAT3 activator: activators of IL-6 induced STAT3 signaling. U3A cells, IL-6 STAT3-luciferase reporter, luminescence; 100% = signal with IL-6 EC80 alone. activation (% of control), % at 5.6 µM. hit rate 0.91% among 190,000. AID 871;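 active = activation above the screen-wide mean of compound activation plus 3 SD, cut at about 130% in these data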;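 also: 0% = background luminescence of wells with medium and substrate only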
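Detection: reporter luminescence signal / Assay system: STAT1-lacking human U3A cells, STAT3 luciferase reporter / Incubation: compound pre-incubation 1 h before IL-6, then 6 h stimulation at 37 °C / Control set: IL-6-only high control / Read-out: % activation relative to IL-6 control / Probe or stimulus: Interleukin-6, 33 ng/mL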
bIAP inhibitor: blocks bovine intestinal alkaline phosphatase activity; purified bovine IAP, CDP-star luminescence, 30 min; inhibition, % at 20 µM; 190,000 tested, under 10 active; AID 1019;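 active = over 50% inhibition of intestinal alkaline phosphatase at 20 µM in the single-dose screen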
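System: Purified bovine intestinal alkaline phosphatase (IAP) enzyme | Input: IAP diluted 1/65,000,000 in the well | Also added: CDP-star chemiluminescent phosphatase substrate, 30 µM final | Dosing: 20 µM single dose | Times: Enzyme reaction for 30 min at room temperature | Detection: Luminescence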
STAT3 inh: inhibitors of IL-6 induced STAT3 signaling | U3A cells, IL-6 STAT3-luciferase reporter, luminescence; host cell line lacks STAT1 | inhibition, % at 5.5 µM | hit rate 0.89% among 190,000;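 active = inhibition above the mean inhibition across all screened compounds plus 3 SD, cut at about 44% in these data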;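 also: 0% = DMSO only wells and 100% = 100 µM nifuroxazide control wells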
PPARg SRC1 recr: PPARgamma-driven SRC-1 recruitment agonism. PPARgamma-SRC-1 coactivator recruitment biochemical assay. activation, % at 8 µM. P37231. hit rate 0.41% among 200,000; in the data active = activation above about 19%;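 also: 0% = DMSO and 100% = reference agonist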
TNAP act hi DEA: activators of human TNAP at high phosphate acceptor concentration; P05186; purified TNAP, CDP-star luminescence, 1 M DEA, 30 min; stronger effect = higher value; 0 = EDTA background, 1 = DMSO-only activity; activation factor at 20 µM; 200,000 tested, under 10 active;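 active = activation factor at least 2 at 20 µM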
Target sequence (P05186 whole entry, looked up): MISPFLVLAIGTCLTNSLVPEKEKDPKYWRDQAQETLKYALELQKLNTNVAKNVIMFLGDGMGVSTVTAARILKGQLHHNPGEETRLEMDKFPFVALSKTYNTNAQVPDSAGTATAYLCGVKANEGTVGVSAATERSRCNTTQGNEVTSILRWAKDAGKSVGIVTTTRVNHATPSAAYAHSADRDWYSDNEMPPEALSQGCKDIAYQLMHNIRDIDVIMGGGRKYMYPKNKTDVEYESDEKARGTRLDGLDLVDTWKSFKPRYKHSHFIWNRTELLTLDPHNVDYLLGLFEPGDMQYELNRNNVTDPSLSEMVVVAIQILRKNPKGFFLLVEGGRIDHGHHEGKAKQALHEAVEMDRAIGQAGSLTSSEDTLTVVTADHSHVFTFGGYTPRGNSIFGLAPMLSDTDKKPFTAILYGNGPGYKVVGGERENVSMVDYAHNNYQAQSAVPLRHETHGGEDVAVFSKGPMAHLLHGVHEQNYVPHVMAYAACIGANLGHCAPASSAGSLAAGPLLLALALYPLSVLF
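system = human TNAP | amount = enzyme diluted 1/800 final | reagent = 100 µM CDP-star substrate | signal = luminescent substrate turnover signal | dosing = one dose, 20 µM | benchmarks = EDTA negative control, DMSO positive control | measure = activation factor | timing = 30 min reaction, room temperature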
PPARg SRC-3 ag: PPARgamma-driven SRC-3 recruitment agonism; P37231; biochemical PPARgamma/SRC-3 coactivator recruitment assay; activation, % at 8 µM; hit rate 0.26% among 200,000; AID 731; in the data active = activation above about 23%;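 also: 0% = DMSO and 100% = reference agonist; some compounds past the cut are filed as inactive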
PPARg SRC2 recr: PPARgamma-driven SRC-2 recruitment agonism. AID 1032. hit rate 0.34% among 200,000. PPARgamma LBD-SRC-2 recruitment, biochemical. P37231. activation, % at 8 µM; in the data active = activation above about 22%;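 also: 0% = vehicle and 100% = reference agonist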
STAT1 blocker: STAT1 signaling inhibition; NIH 3T3 STAT1-luciferase reporter, IFN-gamma, luminescence; inhibition, % at 5.5 µM; hit rate 0.35% among 200,000; AID 920;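 active = inhibition above a set limit, the mean inhibition across all tested compounds plus 3 SD, cut at about 34% in these data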;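 also: 0% = IFN-gamma with DMSO and 100% = IFN-gamma with 300 µM nifuroxazide; values of inactives mirror those of a sister screen read the other way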
* hit, by the source's call; · = not tested or not shown.

SMILES	SRC2 TRFRET art	bIAP activator	ROMK primary	STAT3 activator	bIAP inhibitor	STAT3 inh	PPARg SRC1 recr	TNAP act hi DEA	PPARg SRC-3 ag	PPARg SRC2 recr	STAT1 blocker
Cc1nnc(NC(=O)CSC2=NN3CCCC(=O)N=C3S2)s1	1555	1.1	-0.96	102	-6	7	4	1	2	10	-5
CCOC(=O)C1CCN(c2ncnc3nc[nH]c23)CC1	1646	1.1	·	92	-6	9	9	1	8	-2	-6
[O-]/[N+](=C/c1ccc(F)cc1)c1ccccc1	1348	0.9	-0.48	97	11	6	-8	1	-3	-1	1
O=C(Nc1ccc2c(c1)OCO2)Nc1cnccn1	1585	0.9	·	90	12	16	-3	1.1	1	6	-19
COc1ccccc1N1CCN(c2ccc([N+](=O)[O-])cc2Cl)CC1	1550	1.1	0.074	96	-14	5	-7	1	4	-5	5
CCCCC(=O)Nc1ncc(Br)s1	1561	0.8	0.21	107	23	-7	1	1	-8	1	-14
CCOc1ccc(C(=O)CCC(=O)NC(CC(C)C)C(=O)OC)cc1 (centres undefined)	1512	0.9	0.89	108	9	0	4	1	6	2	0
O=C(CCc1nc2ccccc2n1-c1ccccc1)NCCO	1675	0.9	·	99	6	2	4	1	3	12	0
Cc1ccccc1C(=O)NC1CCN(CC(=O)Nc2c(C)cccc2C)CC1	1544	1.1	·	97	-11	5	-7	1	-7	10	5
CCN(C(=O)CSC1=Nc2ccccc2C2CC=NN12)C1CCS(=O)(=O)C1 (centres undefined)	1481	1	-0.0089	99	-1	6	8	1	3	-1	-4
CCn1c(=NC(=O)c2ccco2)sc2cccc(F)c21	1535	0.7	·	144*	30	-48	-1	1	2	2	-24
Nc1c(C(O)(C(F)(F)F)C(F)(F)F)ccc2ccccc12	1615	0.9	·	111	14	-10	3	1	-2	6	0
Cc1ccc(C(=O)Cn2c3[n+](c4ccccc42)CC(O)CS3)cc1 (centres undefined)	1456	0.9	-0.014	105	8	-2	3	1	2	5	-4
CS(=O)(=O)NCCNc1ncc(C(F)(F)F)cc1Cl	1346	1	0.7	106	-4	-8	0	1	2	8	7
Cc1[nH]nc2c1C(c1ccc(F)cc1)C(C#N)=C(N)O2 (centres undefined)	1684	1.1	·	95	-12	9	6	1.1	4	-1	4
COc1ccc(S(=O)(=O)N(C)c2ccc(C(=O)NCC3CCCO3)cc2)cc1 (centres undefined)	1356	1	0.44	105	3	-2	-2	1.1	8	1	3
CCC(C)C(=O)Nc1nc2ccc(S(C)(=O)=O)cc2s1 (centres undefined)	1523	1.1	0.0067	105	-7	-5	-1	1	0	6	-2
CCOC(=O)C1(Cc2ccccc2C(F)(F)F)CCN(C(=O)c2cc(C(C)=O)n[nH]2)CC1	1461	1	-0.12	106	-4	-5	2	1.1	0	2	-6
COCCOC(=O)c1c(C)oc2ccc(OCC=C(C)C)cc12	1438	1.1	-2	100	-8	3	4	1	0	6	1
CCC(CC)c1nnc(NC(=O)Cc2cccs2)s1	1520	1.1	·	95	-12	9	-2	1	5	1	6
C=C(C)CSc1nnc(-c2ccc(OC)c(OC)c2)n1N	1601	1	0.1	90	2	19	-9	1.1	-12	5	1
O=C(O)CNC(=O)c1ccccc1F	1588	0.9	0.47	98	6	9	-6	1.1	-10	0	2
COc1cc([N+](=O)[O-])cc2sc(NC(=O)c3c(F)cccc3F)nc12	1595	1	0.74	93	1	17	1	1	2	2	-6
COC(=O)CC1SC(=O)NC1=O (centres undefined)	1634	0.9	-0.095	104	9	-6	1	1.1	4	2	1
CC(=O)N1N=C(c2ccc3ccccc3c2)OC1(C)C	1481	0.8	-0.64	94	17	8	-3	1.1	4	-3	-4
CCc1cc2cc(C)cc(C)c2nc1SCC(=O)N1CCCC1	1492	1.1	·	98	-13	4	-3	1	-1	-2	1
CC(C)OCC(O)CCc1n[nH]c(=S)n1-c1ccccc1 (centres undefined)	1633	1	1	102	-1	-2	0	1	-3	1	7
COc1ccc(S(=O)(=O)N2CCOCC2)c(C)c1C	1624	1	·	99	4	5	-7	1	14	0	-1
COc1cc(C(=O)O)cc(NC(=O)c2cccs2)c1OC	1575	0.8	0.0022	98	19	0	0	1.1	0	0	-8
CN=c1sc2ccccc2n1CC(O)c1ccccc1 (centres undefined)	1474	1.1	1.6	91	-9	15	5	1	2	3	-2
Clc1ccccc1Cn1nnc(-c2cccs2)n1	1413	0.5	·	128	·	-30	0	1	6	0	-45
CCc1nnc(NC(=O)CSc2nnc(C)n2Cc2ccccc2)s1	1427	0.6	·	98	39	4	6	1	-2	0	2
Cc1ccc(Oc2ccc3c(c2)C(=O)N(c2cccc4cccnc24)C3=O)cc1	1637	1	1.8	92	4	15	-2	1	-3	2	1
Fc1ccc(/C=N/n2cnn(Cc3ccccc3Cl)c2=S)cc1	1517	1.1	0.49	95	-6	9	-7	1	-4	-6	6
COc1ccc(OC)c(S(=O)(=O)NC(N)=NCCc2ccccc2OC)c1	1540	0.9	·	99	9	5	-1	1	-1	-3	-4
CSC1=NCCN1C(=O)c1ccc(S(=O)(=O)N2CCOCC2)cc1	1454	0.9	·	95	5	14	6	1	2	1	-7
Cc1ccccc1Oc1ccc(NC(=O)C2CC=CCC2C(=O)O)cc1 (centres undefined)	1478	1	0.91	96	2	9	9	1	-2	1	2
CCc1nc2ccccc2n1CCC(=O)O	1566	0.9	·	101	7	2	3	1	11	0	-3
C#CC1(O)CC(C)NCC1(C)CCC#N (centres undefined)	1635	0.9	·	105	7	-6	9	1.1	5	3	-2
COc1ccc(N2CCCCn3c2nc2c3c(=O)[nH]c(=O)n2C)cc1	1735	0.9	0.73	97	10	8	0	1.1	-3	-2	4
CCC1CCCCN1CCCNC(=O)c1cn(CC)c2ccc(S(=O)(=O)N3CCc4ccccc4C3)cc2c1=O (centres undefined)	1381	0.9	-1	104	9	8	-7	1	0	-2	-4
O=C(Cc1cccs1)Nc1ccc(C(=O)O)cc1	1483	0.8	·	104	21	1	-9	1	-2	4	2
O=C(NC1(C(F)(F)F)NC(=O)N(C2CCCCC2)C1=O)c1cccs1 (centres undefined)	1536	0.9	·	108	7	-6	5	1	-11	-7	6
CCc1ccc(C2C(C#N)=C(N)OC3=C2C(=O)CCC3)s1 (centres undefined)	1764	1	0.016	93	1	13	4	1	6	7	5
CCOc1ccc(NC(=O)CCS(=O)(=O)c2cccc3nsnc23)cc1	1430	0.7	1.3	79	28	30	-2	1	2	1	9

5 neighbouring compounds already listed:
SMILES	SRC2 TRFRET art	bIAP activator	ROMK primary	STAT3 activator	bIAP inhibitor	STAT3 inh	PPARg SRC1 recr	TNAP act hi DEA	PPARg SRC-3 ag	PPARg SRC2 recr	STAT1 blocker
CCC1CCCCN1CCCNC(=O)c1cn(CC)c2ccc(S(=O)(=O)N3CCc4ccccc4C3)cc2c1=O (centres undefined)	1381	0.9	-1	104	9	8	-7	1	0	-2	-4
O=C(Cc1cccs1)Nc1ccc(C(=O)O)cc1	1483	0.8	·	104	21	1	-9	1	-2	4	2
O=C(NC1(C(F)(F)F)NC(=O)N(C2CCCCC2)C1=O)c1cccs1 (centres undefined)	1536	0.9	·	108	7	-6	5	1	-11	-7	6
CCc1ccc(C2C(C#N)=C(N)OC3=C2C(=O)CCC3)s1 (centres undefined)	1764	1	0.016	93	1	13	4	1	6	7	5
CCOc1ccc(NC(=O)CCS(=O)(=O)c2cccc3nsnc23)cc1	1430	0.7	1.3	79	28	30	-2	1	2	1	9

Next section
SMILES	SRC2 TRFRET art	bIAP activator	ROMK primary	STAT3 activator	bIAP inhibitor	STAT3 inh	PPARg SRC1 recr	TNAP act hi DEA	PPARg SRC-3 ag	PPARg SRC2 recr	STAT1 blocker
CCOc1ccc(-c2nnc3ccc(SCC(=O)Nc4nc5ccccc5s4)nn23)cc1	1654	0.9	·	109	12	-7	5	1	2	15	-2
COC(=O)COc1cccc2c(=O)n(CC(=O)Nc3ccc4c(c3)OCCO4)ccc12	1643	1	·	·	4	·	14	1	7	9	0
Cc1c(N=Cc2c(O)n(C3CCCCC3)c(=O)[nH]c2=O)c(=O)n(-c2ccccc2)n1C	1555	1	0.52	109	4	-3	-1	1.1	4	-4	15
O=C(c1ccc(Cl)c([N+](=O)[O-])c1)N1CCN(C(=O)c2ccco2)CC1	1625	1	0.11	101	-2	3	-3	1.1	2	6	6
O=C(O)COc1ccc(Br)cc1/C=N/O	1517	0.9	·	93	8	14	8	1.1	5	12	-2
O=C(OCc1nc2scc(-c3ccccc3)c2c(=O)[nH]1)c1cccc([N+](=O)[O-])c1	1638	0.7	·	89	31	9	-1	1	2	4	3
COc1cc(C2C(C(C)=O)=C(O)C(=O)N2CCc2ccc(OC)c(OC)c2)ccc1O (centres undefined)	1635	0.9	·	102	11	3	5	1	4	2	-7
O=C(CC(Cc1ccccc1)c1ccco1)NC1CCCCC1 (centres undefined)	1359	1	·	103	0	-3	-3	1	-4	4	3
COc1ccc(/C=C(\C#N)C(=O)OCC(=O)NC(=O)NCCC(C)C)cc1	1732	1.1	-0.65	113	-8	-13	8	1	0	-9	-2
O=C(Cn1nnc2ccccc21)C1CC1	1516	0.9	·	102	10	3	1	1	-8	4	2
CC(=O)Nc1cc2c(cc1[N+](=O)[O-])OCCO2	1444	1	-0.02	100	-4	9	-5	1	-1	-11	8
COc1cc(NC(=O)c2cccnc2SC)cc(OC)c1OC	1567	1	-0.52	98	-1	9	-1	1.1	4	6	1
O=C(CN1CCC(O)(c2ccc3c(c2)OCO3)CC1)NC1CCCCC1	1570	1	0.33	99	1	6	1	1	-2	-1	2
O=c1c2ccccc2ncn1CCCSc1ccc(Cl)cc1	1358	0.9	·	104	10	-4	3	1	-5	3	-1
Cc1ccc(-n2nc(C(=O)N/N=C/c3cccc(C(F)(F)F)c3)c3ccccc3c2=O)cc1C	1772	0.9	·	88	5	20	6	1	12	10	-1
CC(C)NS(=O)(=O)c1ccc(OCC(=O)N2CCCC2)cc1	1580	0.9	0.31	95	11	9	2	1	5	6	-6
Cc1cc(C)nc(-n2nc(C)cc2NC(=O)CNC2CCCCC2)n1	1483	1.1	0.048	105	-11	-5	0	1	-7	-4	-6
O=C(Cc1ccccc1)Nn1cnc2ccccc21	1565	1	·	98	-2	10	4	1.1	8	5	-1
CC(=O)Nc1sc2c(c1-c1nc3ccccc3s1)CCN(C(C)C)C2	1504	1.2	·	·	-15	·	8	1.2	5	11	-206
Cc1nn(S(=O)(=O)c2cccs2)c(C)c1Sc1ccc([N+](=O)[O-])cc1	1434	0.8	·	91	24	12	-1	1	-2	2	4
CSc1ccc(CNc2cccc3ccccc23)cc1	1608	0.4	-1.1	119	·	-23	0	1	1	1	4
